High-throughput results: PubChem, several laboratories
TNAP activation fold = stimulation of alkaline phosphatase TNAP activity – biochemical, luminescent, no phosphate acceptor, uHTS, primary screen (AID 1001); activation fold at 20 µM, or EC50 in µM where a hit was titrated; 200,000 tested, 0.03% active; purified TNAP, luminescent activation assay, no phosphate acceptor; higher activation fold means a stronger effect; in the data active = activation fold from about 3, or a potency from the dose series; inactive = the rest, 99 in 100 with activation fold below about 1.6; note: many of its hits are not listed in these tables
P. falciparum M1AAP = malaria alanyl aminopeptidase activity blockers – biochemical, fluorogenic H-Leu-NHMec substrate, 1536-well (AID 1445); one-dose inhibition, % at 30 µM; IC50 in µM for titrated hits; 220,000 tested, 0.42% active; recombinant M1AAP, H-Leu-NHMec fluorogenic kinetic assay; higher % means a stronger effect;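 active = primary inhibition above the hit cutoff, then over 50% inhibition at one or more dose response concentrations, cut at about 23% in these data, passing the limit was not always enough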;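 note: plate controls were DMSO full reaction for no effect and no enzyme background for full effect; strong numbers were not always called active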
human PMI inhibitors = human PMI inhibitors, high substrate, primary screen, biochemical, fluorescence intensity, high mannose 6-phosphate (AID 1220); 190,000 tested, 0.66% active; recombinant PMI enzyme, coupled fluorescence intensity; higher % means a stronger effect; one-dose inhibition, % at 20 µM; IC50 in µM for titrated hits
XIAP antagonists = small molecules displacing peptide from XIAP – biochemical, IAP family, fluorescence polarization (AID 1018). XIAP BIR domain, fluorescence polarization peptide displacement; higher % means a stronger effect. displacement, % at 20 µM, or IC50 in µM where a hit was titrated. 200,000 tested, 0.007% active; in the data active = displacement above about 50%; note: a part of the inactive calls stands beside numbers as strong as those of hits
Lipid droplet = hepatic lipid droplet formation modulation. AID 1656. AML12 mouse hepatocytes, oleate lipid droplets, BODIPY imaging. 240,000 tested, 0.4% active. inhibition, % at 6.5 µM;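 active = lipid droplet intensity inhibited by at least 50%, with more than 500 cells counted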
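Test system: AML12 mouse liver cells; schedule: overnight exposure; technique: high-content imaging of BODIPY-stained droplets and DAPI nuclei; read-out: % inhibition of corrected integrated BODIPY droplet signal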
human PMI inhibition = MPI enzyme activity inhibition – biochemical, fluorescence intensity, coupled assay, primary screen (AID 1209); purified PMI enzyme, coupled fluorescence intensity; higher % means a stronger effect; inhibition, % at 20 µM; hits with a dose series show IC50 in µM; 190,000 tested, 0.42% active;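 note: plate controls were DMSO vehicle for no effect and wells lacking substrate for full effect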
P. falciparum M17LAP = P. falciparum M17LAP inhibitors, primary screen, biochemical, fluorogenic H-Leu-NHMec substrate, 1536-well (AID 1619); recombinant M17LAP, H-Leu-NHMec fluorogenic kinetic assay; higher % means a stronger effect; inhibition, % at 30 µM; hits with a dose series show IC50 in µM; 220,000 tested, 0.38% active;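 active = compound inhibiting the enzyme by more than half at any dose during confirmatory dose-response retesting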;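 note: plate controls were full reaction with DMSO carrier for no effect and no enzyme background for full effect; strong numbers were not always called active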
Siah-1 displacement = blockers of Siah-1 interaction with plectin peptide – biochemical, fluorescence polarization, rhodamine-plectin, uHTS, primary screen (AID 1817). 290,000 tested, 0.02% active. one-dose displacement, % at 20 µM; IC50 in µM for titrated hits. Siah-1 / rhodamine-plectin peptide fluorescence polarization; higher % means a stronger effect;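 active = displacement of at least 50% at 20 µM, with a fluorescence ratio check between 0.3 and a set limit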;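 note: plate controls were Siah plus tracer with DMSO for no effect and tracer alone without Siah for full effect; strong numbers were not always called active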
K1F lysis inhibition = protection from phage-mediated lysis, alamar blue read-out – E. coli UTI89, K1F phage, bacterial capsule biogenesis inhibitors (AID 488966). 340,000 tested, 0.02% active. E. coli UTI89 K1F phage lysis, alamar blue, 2 h; higher % means a stronger effect. inhibition, % at 100 µM; hits with a dose series show IC50 in µM;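 active = phage lysis inhibition, versus mean bacterial control, above a set limit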;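 note: capsule biogenesis inhibitors block K1F phage lysis so surviving cells raise fluorescence; higher fluorescence means more inhibition of phage lysis; actives were called in the ten point dose series up to 300 µM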
Lipid droplet cells 6.5 µM = further read-out of Lipid droplet, marked with its call; cell count; measured here: cell count, cytotoxicity flag;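 cells counted across two imaged fields per well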
* hit, by the source's call; / = not tested or not shown; [ ] = remark or other dose. Cut-off read from the data, not from the text of the source, unless noted: active = inhibition above about 50%; inactive = the rest.

entry	SMILES	TNAP activation fold	P. falciparum M1AAP	human PMI inhibitors	XIAP antagonists	Lipid droplet
1	CCOc1cc(/C=N/NC(N)=O)ccc1OC(=O)c1ccc(C)cc1	1.1	10%	0%	-4.4%	-2
2	O=c1oc2ccccc2c(Nc2ccc(O)cc2)c1[N+](=O)[O-]	0.9	16%	24%	-5.2%	/
3	Cc1ccc(S(=O)(=O)N/N=C\c2ccc(Cl)c([N+](=O)[O-])c2)cc1	1	3%	-17%	-3.6%	-5
4	CC(C)(C)n1nnnc1CN1C2CCC1CC(NC(=O)Nc1ccccc1)C2 (stereo not given)	1.1	5%	13%	-6.7%	/
5	COc1ccc(OC)c(NS(=O)(=O)c2ccc(SC)cc2)c1	1.1	1%	15%	-4.0%	-2
6	COc1ccc2[nH]cc(CCNC(=O)c3ccc([N+](=O)[O-])cc3)c2c1	1	5%	/	-2.7%	-41
7	CN(C)/C=C/C(=C\C(=O)C(F)(F)F)Nc1ccc(C(F)(F)F)cc1	1.1	9%	13%	0.2%	-20
8	O=C1CC(c2ccco2)CC(O)=C1C=Nc1cc(Cl)ccc1Cl (stereo not given)	1.1	4%	6%	-62%	9
9	Cc1ccc(C(=O)Nc2ncnc3sc4c(c23)CCCCC4)cc1	1.1	6%	-3%	-5.2%	13
10	CCOC(=O)c1c(NC(=O)C2CCCO2)sc(C)c1C (stereo not given)	1.1	2%	7%	-3.8%	-9

entry	Lipid droplet cells 6.5 µM	human PMI inhibition	P. falciparum M17LAP	Siah-1 displacement	K1F lysis inhibition
1	782	2%	-1%	0%	/
2	/	20%	15%	-6%	1.6%
3	692	-8%	13%	4%	0.2%
4	/	3%	0%	-4%	-0.1%
5	736	13%	0%	-4%	0.8%
6	654	/	5%	13%	0.6%
7	667	8%	11%	4%	0.0%
8	621	-5%	12%	27%	1.1%[50 µM]
9	726	7%	-4%	-6%	2.1%
10	692	8%	3%	-6%	-0.1%

Compound profiles, from the list above.
O=C1CC(c2ccco2)CC(O)=C1C=Nc1cc(Cl)ccc1Cl (stereo not given) as listed: TNAP activation fold: 1.1; P. falciparum M1AAP: 4%; human PMI inhibitors: 6%; XIAP antagonists: -62%; Lipid droplet: 9; Lipid droplet cells 6.5 µM: 621; human PMI inhibition: -5%; P. falciparum M17LAP: 12%; Siah-1 displacement: 27%; K1F lysis inhibition: 1.1%[50 µM]
O=c1oc2ccccc2c(Nc2ccc(O)cc2)c1[N+](=O)[O-] as listed: TNAP activation fold: 0.9; P. falciparum M1AAP: 16%; human PMI inhibitors: 24%; XIAP antagonists: -5.2%; Lipid droplet: /; Lipid droplet cells 6.5 µM: /; human PMI inhibition: 20%; P. falciparum M17LAP: 15%; Siah-1 displacement: -6%; K1F lysis inhibition: 1.6%
COc1ccc(OC)c(NS(=O)(=O)c2ccc(SC)cc2)c1 as listed: TNAP activation fold: 1.1; P. falciparum M1AAP: 1%; human PMI inhibitors: 15%; XIAP antagonists: -4.0%; Lipid droplet: -2; Lipid droplet cells 6.5 µM: 736; human PMI inhibition: 13%; P. falciparum M17LAP: 0%; Siah-1 displacement: -4%; K1F lysis inhibition: 0.8%

(next part)
entry	SMILES	TNAP activation fold	P. falciparum M1AAP	human PMI inhibitors	XIAP antagonists	Lipid droplet
11	CC(C)Oc1ccc(C(CC(=O)NCc2ccco2)c2ccccc2)cc1 (stereo not given)	1	13%	10%	2.6%	14
12	Cc1cccc(C(=O)Nc2ccc(CC(=O)O)cc2)c1	1.1	8%	-6%	-2.2%	0
13	O=C(NC(C(=O)N/N=C/c1c2ccccc2cc2ccccc12)c1n[nH]c(=O)c2ccccc12)c1ccccc1 (stereo not given)	1	0%	9%	-2.1%	/
14	Cc1c(C(=O)Nc2ccccc2N2CCOCC2)sc2nc3n(c(=O)c12)CCC3	1	/	-9%	-3.3%	/
15	Cn1nc(C(F)(F)F)c(-c2ccccc2)c1NC(=O)CSCC(=O)O	/	-15%	/	/	0
16	O=C(COc1cccnc1[N+](=O)[O-])Nc1cccc(S(=O)(=O)N2CCCCC2)c1	0.9	3%	8%	-11%	0
17	NC(=O)c1cc2cc([N+](=O)[O-])ccc2oc1=O	0.9	3%	-3%	-3.6%	-8
18	CCN(Cc1cc2cc(C)ccc2[nH]c1=O)C(=O)c1cccc([N+](=O)[O-])c1	/	11%	/	/	1
19	CCC(C)C(NC(=O)OCc1ccccc1)C(=O)NC(Cc1ccc(O)cc1)C(=O)OC (stereo not given)	1.1	6%	12%	-7.8%	-20
20	Cc1ccc(S(=O)(=O)N(CCO)Cc2cc3ccc(C)c(C)c3[nH]c2=O)cc1	1.1	2%	-5%	-5.8%	/

entry	Lipid droplet cells 6.5 µM	human PMI inhibition	P. falciparum M17LAP	Siah-1 displacement	K1F lysis inhibition
11	797	10%	17%	-8%	3.1%
12	793	0%	14%	4%	1.2%
13	/	12%	-3%	0%	1.2%
14	/	-5%	/	0%	/
15	693	/	-2%	1%	3.0%
16	707	11%	5%	-2%	2.4%
17	670	-6%	-1%	4%	-0.2%
18	711	/	1%	1%	0.0%
19	666	14%	-7%	1%	-0.3%
20	/	-7%	-3%	-2%	0.2%

(cont.)
entry	SMILES	TNAP activation fold	P. falciparum M1AAP	human PMI inhibitors	XIAP antagonists	Lipid droplet
21	CCCCCCCCCCCC(=O)N/N=C/c1ccco1	1.1	4%	2%	-5.1%	16
22	COCCNCC1C(Oc2ccc(Cl)cc2)C(=O)N1c1ccccc1C (stereo not given)	1	2%	51%*	-10%	-5
23	COc1ccc(-c2nc(CSCC(=O)N3CCN(c4cccc(C)c4)C(C)C3)c(C)o2)cc1OC (stereo not given)	1.1	24%*	4%	-3.4%	10
24	COc1cc2c(cc1OC)C(C(=O)O)C(c1cc(Br)c(O)c(OC)c1)N(C)C2=O (stereo not given)	1.1	1%	27%	-2.8%	/
25	CCc1ccc(C2C3=C(CC(C)(C)CC3=O)Nc3c2c(=O)[nH]c2nc(C)nn32)cc1 (stereo not given)	0.9	10%	-8%	-5.7%	/
26	CCc1c(C)c2ccc(OCC(N)=O)cc2oc1=O	1.1	8%	-2%	-3.5%	9
27	COC(=O)c1c(C)[nH]c(C)c1-c1ccccc1Cl	1	-3%	12%	-7.3%	/
28	CCCCc1ccc(Nc2nc(CCC)cc(=O)[nH]2)cc1	1.2	0%	24%	-1.6%	-26
29	CCS(=O)(=O)N1Cc2ccccc2CC1C(=O)NCC12CC3CC(CC(C3)C1)C2 (stereo not given)	1	1%	13%	-4.0%	-5
30	C=CCn1c(C)csc1=Nc1ccc(C(=O)O)cc1	1.1	16%	-13%	-5.9%	0

entry	Lipid droplet cells 6.5 µM	human PMI inhibition	P. falciparum M17LAP	Siah-1 displacement	K1F lysis inhibition
21	779	5%	-7%	-6%	0.3%
22	705	-5%	11%	4%	0.2%
23	723	15%	6%	-8%	3.1%
24	/	13%	2%	1%	-0.6%
25	/	-9%	-27%	-1%	0.4%
26	735	0%	-12%	0%	0.5%
27	/	11%	-8%	-2%	0.2%
28	593	23%	-1%	2%	-0.2%
29	769	11%	12%	-1%	-0.2%
30	647	-22%	15%	0%	0.1%

(more compounds)
entry	SMILES	TNAP activation fold	P. falciparum M1AAP	human PMI inhibitors	XIAP antagonists	Lipid droplet
31	CCN(CC)CCN1C(=O)C(=O)/C(=C(/O)c2c(C)[nH]c(C(=O)OC)c2C)C1c1cccc(OC)c1 (stereo not given)	1.1	7%	-4%	-3.3%	/
32	CCCCNC(=O)Nc1nc2ccc(CC)cc2s1	1	-1%	-4%	-4.0%	-21
33	COc1ccc(NC(=O)c2ccc(=O)[nH]c2)cc1S(=O)(=O)N1CCCCC1	1.1	5%	1%	-8.0%	12
34	C/C(Cn1nc([N+](=O)[O-])cc1C)=N\NC(=O)c1ccc(C(C)(C)C)cc1	1.1	5%	-2%	-5.2%	-3
35	O=C1CC(NCCC2=CCCCC2)C(=O)N1c1cccc(Cl)c1Cl (stereo not given)	1	6%	11%	-7.2%	/
36	CCOc1cc(/C=N/NC(=O)C(=O)NC2CC2)cc(Br)c1O	1	8%	21%	-6.6%	0
37	Cc1cccc2cc(CN(Cc3nnnn3C3CCCCC3)C3CCCC3)c3nnnn3c12	1	5%	9%	-3.8%	-3
38	O=C1OC2(CCCCC2)OC(=O)C1=CNc1nccs1	1.1	7%	-7%	-2.9%	/
39	CN(C)NC(=S)Nc1ccc(Cl)cc1	1.1	4%	-8%	-6.8%	-2
40	Cc1nnc(SCC(=O)c2ccc(Br)cc2)s1	1.1	-3%	-2%	-4.2%	0

entry	Lipid droplet cells 6.5 µM	human PMI inhibition	P. falciparum M17LAP	Siah-1 displacement	K1F lysis inhibition
31	/	-8%	10%	-2%	0.5%
32	672	-7%	4%	2%	0.1%
33	604	0%	-5%	16%	/
34	812	-2%	-4%	0%	0.0%
35	/	15%	10%	3%	/
36	677	23%	10%	1%	-0.1%
37	735	13%	10%	6%	0.0%
38	/	-7%	3%	0%	0.0%
39	815	2%	-7%	-6%	2.6%
40	732	17%	29%	-1%	0.1%

The results go on:
entry	SMILES	TNAP activation fold	P. falciparum M1AAP	human PMI inhibitors	XIAP antagonists	Lipid droplet
41	COc1ccc(/C=C2\C(=O)OCc3cc(OC)c(OC)cc32)cc1OC	1.1	10%	-8%	-4.7%	4
42	O=C(CN1CCN(Cc2ccc3c(c2)OCO3)CC1)Nc1ccc2c(c1)OCCO2	1.1	-1%	16%	-1.4%	-13
43	COc1ccc(NC(=S)NCCNC(C)=O)cc1	1.1	1%	7%	-4.7%	13
44	CCC1(C)Cc2nc3[nH]c(=S)n(-c4ccccc4)c(=O)c3cc2CO1 (stereo not given)	1	-4%	-4%	-3.0%	-3
45	COc1ccc(C(=O)CN2CCN(S(=O)(=O)c3cccc([N+](=O)[O-])c3)CC2)cc1OC	1.2	4%	-18%	-6.5%	-44
46	CC(=O)c1cccc(N(C(=O)c2ccco2)C(C(=O)NC2CCCC2)c2ccncc2)c1 (stereo not given)	1.1	1%	12%	-8.5%	/
47	COC(=O)c1cc(Sc2cccc(Cl)c2Cl)ccn1	1.1	4%	9%	-3.6%	6
48	O=C(Nc1ccc(S(=O)(=O)Nc2nccs2)cc1)c1cc(-c2ccccc2)nc2ccccc12	1.1	0%	15%	-21%	9
49	CC(=O)NC(C)c1nc2ccccc2n1C(C)C (stereo not given)	1.1	1%	5%	-1.4%	4
50	CCOC(=O)C1=C(O)c2ccccc2C(=O)/C1=C\c1ccc(CC)cc1	0.7	16%	-58%	9.6%	-4

entry	Lipid droplet cells 6.5 µM	human PMI inhibition	P. falciparum M17LAP	Siah-1 displacement	K1F lysis inhibition
41	650	-4%	5%	0%	1.2%
42	764	16%	-9%	-3%	0.2%
43	685	9%	-3%	0%	-0.3%
44	644	0%	1%	-1%	0.0%
45	662	-15%	8%	-1%	0.0%
46	/	6%	13%	-4%	0.1%
47	712	10%	-4%	5%	0.2%
48	595	17%	25%	2%	0.8%[50 µM]
49	617	4%	6%	4%	-2.2%
50	703	-16%	-10%	-4%	-4.8%
